Screens as filed in PubChem BioAssay.
NPC1 promoter act: NPC1 promoter activation | Huh7 NPC1 promoter luciferase reporter, 24 h | Potency, µM (series often up to 9.22 µM), for inactives: at the top dose activation, most hits filed as activators | actives 2.4% (n = 320,000);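 further: % of control where 0% means no effect; nearly all actives have a fitted effect of over 60% in size; reporter is driven by a mutant NPC1 promoter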
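Stable NPC1-promoter luciferase Huh7 line; cpd (DMSO) 24 h, 37 °C, 5% CO2; Amplite luciferase reagent 10 min RT; luminescence readout. qHTS format.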
BRCA1 expr act: BRCA1 expression activation. actives 1.1% (n = 380,000). MCF7-BRCA1-FFLuc reporter, luminescence, 48 h; response scale: scaled: vehicle 0%, 10 µM genistein 100%. Potency, µM (doses to about 46.1 µM), without a hit: top-dose activation, most hits filed as activators. AID 624202; further: nearly all actives have a fitted effect of over 80% in size; some results filed as inactive show a strong effect at the top dose
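Activators of BRCA1 expression were detected as increased firefly luciferase luminescence in engineered MCF7 cells after 48 h compound incubation. Signals were scaled to genistein 10 microM as full activation.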
MBNL1 CUG block: MBNL1-poly(CUG) RNA binding inhibition. Q9NR56. TR-FRET MBNL1-His/biotin-(CUG)12 binding, 665/545 ratio. Potency, µM (highest dose often 57.5 µM), without a hit: at the top dose activity change, negative = inhibition, actives largely listed as inhibitors. actives 0.036% (n = 280,000). AID 2675; active means well fitted inhibition curve with a large enough effect in the signal ratio, with a control signal flat, not every such curve was filed as active; inconclusive means small, poorly fitted or top-dose-only effect, or effect the other way, or a change in a side signal; inactive means no such curve, though single readings can be large or run the other way; the % refers to the signal ratio; further: on the % scale 0 is the no-effect control and ±100 the full control effect
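Ratiometric TR-FRET (665 over 545 nm, excitation 340 nm) tracks disruption of MBNL1-His/biotin-(CUG)12 complex after 60 min at room temperature, with compounds at 92 nM to 58 uM final.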
FLuc counter: inhibits or activates purified firefly luciferase, miR-21 counter-screen; P08659; purified FLuc, Km substrates, luminescence inhibition; Potency, µM (titrated, usually from 57.5 µM), without a hit: at the highest dose activity change, negative = inhibition, hits mostly inhibitors; actives 6.9% (n = 360,000); AID 588342;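 further: plate controls were vehicle for no effect and reference inhibitor for full effect; nearly all actives have a fitted effect of over 55% in size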
Target sequence (P08659 whole entry, looked up): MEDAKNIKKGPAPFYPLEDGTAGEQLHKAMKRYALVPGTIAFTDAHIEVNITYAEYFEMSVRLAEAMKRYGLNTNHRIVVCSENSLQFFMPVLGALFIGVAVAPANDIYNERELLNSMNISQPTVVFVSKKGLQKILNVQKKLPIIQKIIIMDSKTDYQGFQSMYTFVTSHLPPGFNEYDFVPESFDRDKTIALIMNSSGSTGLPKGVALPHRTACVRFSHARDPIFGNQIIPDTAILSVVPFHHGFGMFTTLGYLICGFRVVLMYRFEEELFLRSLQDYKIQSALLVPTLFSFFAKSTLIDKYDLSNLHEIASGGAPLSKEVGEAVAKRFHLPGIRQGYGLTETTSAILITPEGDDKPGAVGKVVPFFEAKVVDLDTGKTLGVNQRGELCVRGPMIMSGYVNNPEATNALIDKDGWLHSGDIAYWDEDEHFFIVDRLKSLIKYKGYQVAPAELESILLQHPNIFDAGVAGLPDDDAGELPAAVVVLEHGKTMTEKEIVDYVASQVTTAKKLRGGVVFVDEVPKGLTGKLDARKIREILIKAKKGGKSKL
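Purified P. pyralis luciferase, 10 nM final, with Km-level 10 uM D-luciferin and 10 uM ATP in 50 mM Tris acetate pH 7.5, 10 mM Mg acetate, 0.01% Tween-20, 0.05% BSA; 6-point qHTS titration about 60 µM downward; luminescence read.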
Rab9 prom act: Rab9 promoter activation; Huh7 Rab9 promoter-luciferase reporter, luminescence, 24 h; Potency, µM (top dose mostly 9.22 µM), for inactives: at the highest dose activation, negative = inhibition, most hits filed as activators; actives 2.8% (n = 320,000); AID 485297; further: % of control where 0% means no effect; nearly all actives have a fitted effect of over 60% in size
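Using Huh7 cells stably transfected with Rab9 promoter–luciferase, compounds were incubated 24 h at 37 °C, 5% CO2; luciferase luminescence was read 10 min after reagent addition.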
VP16 counter: Gal4-VP16 reporter inhibition counter-screen. Potency, µM (titrated, usually from 53.6 µM), for inactives: top-dose activity, negative = inhibition, hits mostly inhibitors. Drosophila S2 Gal4-VP16 UAS-luciferase, luminescence, 20 h. actives 3.5% (n = 310,000);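 further: Gal4-VP16 expression switched on by copper sulfate through the metallothionein promoter; on the % scale 0 is the no-effect control and ±100 the full control effect; nearly all actives have a fitted effect of over 50% in size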
RORg inh: blocks mouse ROR gamma transcriptional activity; P51450; Drosophila S2 Gal4-RORgamma UAS-luciferase reporter, 20 h; Potency, µM (highest dose often 53.6 µM), without a hit: at the top dose activity change, negative = inhibition, most hits filed as inhibitors; actives 5.4% (n = 310,000); further: on the % scale 0 is the no-effect control and ±100 the full control effect; nearly all actives have a fitted effect of over 60% in size
Target sequence (P51450 whole entry, looked up, the tested form may be a part): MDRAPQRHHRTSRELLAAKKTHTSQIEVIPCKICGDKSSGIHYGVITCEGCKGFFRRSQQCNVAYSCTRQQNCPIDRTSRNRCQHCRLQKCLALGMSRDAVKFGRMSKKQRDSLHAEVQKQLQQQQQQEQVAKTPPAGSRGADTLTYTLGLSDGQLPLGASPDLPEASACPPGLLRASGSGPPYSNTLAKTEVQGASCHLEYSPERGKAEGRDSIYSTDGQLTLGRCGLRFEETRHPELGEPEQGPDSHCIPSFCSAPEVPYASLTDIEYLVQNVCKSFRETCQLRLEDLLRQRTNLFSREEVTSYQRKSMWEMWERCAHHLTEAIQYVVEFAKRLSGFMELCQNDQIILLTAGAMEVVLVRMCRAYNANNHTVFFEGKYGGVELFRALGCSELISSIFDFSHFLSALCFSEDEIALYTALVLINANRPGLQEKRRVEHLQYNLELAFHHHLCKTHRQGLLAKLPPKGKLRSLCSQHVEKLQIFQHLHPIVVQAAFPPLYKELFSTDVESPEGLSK
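Schneider cells (Drosophila), stable Gal4 DBD–ROR gamma + UAS-luc; 1 hr cmpd preincubation; Cu2+ induction 700 uM final; 20 hr ambient; luminescence.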
p53 reactivation: restores transcriptional activity of mutant p53 | H1299 p53-A138V BP100-luciferase reporter, luminescence, 24 h | Potency, µM (titrated, usually from 92.2 µM), for inactives: top-dose activity change, positive = activation, usual class: activators | actives 0.063% (n = 320,000); further: % of control where 0% means no effect; nearly all actives have a fitted effect of over 45% in size
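p53-null H1299 cells stably carrying temperature-sensitive p53-A138V and a BP100-luciferase reporter were pinned with compounds (4-point, 1:5 series) and held 24 hrs at 37 deg C. Luminescence was read 10 min after detection reagent.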
uPA surface inh: inhibitors of cell surface uPA generation. cell surface uPA generation assay, qHTS. Potency, µM (series often up to 38.3 µM), inactives show at the highest dose activity change, negative = inhibition, most hits filed as inhibitors. actives 0.31% (n = 330,000). AID 540303; active means well fitted inhibition curve with a large enough effect; inconclusive means small, poorly fitted or top-dose-only effect; inactive means no such curve, though single readings can be large or run the other way; tested in mouse RAW 264.7 cells; further: on the % scale 0 is the no-effect control and ±100 the full control effect; nearly all actives have a fitted effect of over 55% in size
CXXC DNA block: MLL CXXC-DNA interaction inhibition | Potency, µM (titrated, usually from 115 µM), inactives show at the top dose activity change, negative = inhibition, most hits filed as inhibitors | MLL-CXXC / FITC-HOXA9 DNA fluorescence polarization | Q03164 | actives 0.037% (n = 290,000); active means well fitted inhibition curve with a large enough effect in the polarisation, with a control signal flat, not every such curve was filed as active; inconclusive means small, poorly fitted or top-dose-only effect, or effect the other way, or a change in a side signal; inactive means no such curve, though single readings can be large or run the other way; the % refers to the polarisation
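Purified MLL-CXXC (added from a 7 uM solution) was preincubated 5 min at ambient with pinned compounds in 50 mM Tris-HCl pH 7.5, 50 mM NaCl, 1 mM DTT, 0.05% BSA. Fluorescein-labeled HOX-A9 DNA (50 nM solution) followed, 30 min, then polarization read.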
ELG1 genotox: induces genotoxicity in HEK293T cells with luciferase-tagged ELG1 | actives 1.3% (n = 330,000) | Potency, µM (doses to about 46 µM), inactives show at the highest dose activity change, positive = activation, usual class: activators | HEK293T ELG1-luciferase reporter, luminescence, 16 h | AID 504466; further: % of control where 0% means no effect; nearly all actives have a fitted effect of over 60% in size
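Step 1: seed 2,000 HEK293T ELG1-luciferase cells per well. Step 2: add compound or DMSO, incubate 16 hr at 37 °C. Step 3: ONE-Glo, 30 min at room temperature, read luminescence.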
Numbers without * were called inactive; ? = inconclusive; . = not tested or not shown; [ ] = another dose, or the depositor's remark. Unless noted, the call rests on the fitted dose curve; in most records, active means well fitted curve in the direction sought with a large enough effect; inconclusive means small, poorly fitted or top-dose-only effect, or another doubt; inactive means no such curve, though single readings can be large; an effect the other way counts as inactive or inconclusive. Potency means the concentration at half of the fitted maximal effect. Some of the compounds tested; rates above refer to the full screens.

compound	RORg inh	MBNL1 CUG block	CXXC DNA block	FLuc counter	NPC1 promoter act	uPA surface inh	VP16 counter	BRCA1 expr act	ELG1 genotox	p53 reactivation	Rab9 prom act
COc1ccc(N=C2S/C(=C\c3ccc(Cl)c([N+](=O)[O-])c3)C(=O)N2CCN(C)C)cc1	?	15%	?	1%	-11%	?	-16%	-90%	-5%	-14%	-4%
O=C(c1cnccn1)N1CCN(c2ccccc2F)CC1	6%	?	-11%	3%	0%	0%	-5%	-11%	2%	?	-2%
CC1CCCC(C)N1S(=O)(=O)c1ccc(NC(=O)c2ccccc2C(=O)N2CCOCC2)cc1 (stereo not given)	-11%	13%	-5%	4%	1%	-6%	4%	5%	0%	1%	-3%
CCOc1cccc(N(C(=O)C2COc3ccccc3O2)C(C(=O)NC2CCCCC2)c2ccc(O)cc2)c1 (stereo not given)	8%	-12%	-4%	-2%	0%	-4%	-21%	3%	1%	10%	2%
CC(C)n1nccc1N(Cc1ccc(Cl)cc1)S(=O)(=O)c1ccccc1	-3%	-4%	4%	2%	-39%[inhibitor]	.	3%	-34%	-9%	8%	-1%
N#CCCN(C(=O)Nc1ccc(Cl)cc1)c1ccccc1	?	-5%	5%	-4%	6%	-6%	1%	17%	0%	-10%	-3%
Cc1cccc(Cn2c(=O)n(Cc3ccco3)c(=O)c3ccccc32)c1	6%	-12%	-4%	-1%	1%	3%	9%[0.365 µM]	-75%	13%	-4%	-2%
O=C(CSc1nnc(-c2ccncc2)n1-c1ccccc1)N1CCN(c2ccc(Cl)cc2)CC1	-8%	-5%	8%	1%	-2%	5%	-16%	3%	-11%	-2%	-3%
Cc1[nH]n(-c2ccccc2)c(=O)c1N=Nc1ccccc1C(=O)N1CCCCC1	1%	-9%	-16%	-3%	-3%	1%	4%	-2%	-4%	-4%	-2%
CN(C)c1ccc(C(=O)C(=O)c2ccccc2)cc1	3%	-2%	-1%	24µM*	18%	5%	-10%	93%	17%	?	?
Fc1ccc2c(c1)C(c1ccncc1)=NNC(c1cccnc1)=N2	-6%	6%	-2%	1%	0%	5%	-5%	9%[1.84 µM]	0%	3%	12%
C=CCSC1=N/C(=C/c2ccsc2)C(=O)N1c1ccccc1	8%	.	3%	-2%	-2%	-6%	1%	1%	-2%	-1%	-3%

Full records from above. Order of screens: RORg inh | MBNL1 CUG block | CXXC DNA block | FLuc counter | NPC1 promoter act | uPA surface inh | VP16 counter | BRCA1 expr act | ELG1 genotox | p53 reactivation | Rab9 prom act
CC(C)n1nccc1N(Cc1ccc(Cl)cc1)S(=O)(=O)c1ccccc1 is entered as -3% | -4% | 4% | 2% | -39%[inhibitor] | . | 3% | -34% | -9% | 8% | -1%
COc1ccc(N=C2S/C(=C\c3ccc(Cl)c([N+](=O)[O-])c3)C(=O)N2CCN(C)C)cc1 is entered as ? | 15% | ? | 1% | -11% | ? | -16% | -90% | -5% | -14% | -4%

Continued.
compound	RORg inh	MBNL1 CUG block	CXXC DNA block	FLuc counter	NPC1 promoter act	uPA surface inh	VP16 counter	BRCA1 expr act	ELG1 genotox	p53 reactivation	Rab9 prom act
O=C(NCC(c1ccco1)N1CCN(c2ccccc2)CC1)c1ccco1 (stereo not given)	.	.	.	5%	-4%	-7%	.	-2%	0%	-3%	3%
N#C/C(=C/c1ccccc1)C(=O)OCC(=O)Nc1ccccc1[N+](=O)[O-]	.	.	.	2%	-1%	-3%	.	-6%	-1%	-3%	0%
O=C(Nc1cccc(S(=O)(=O)N2CCCCC2)c1)Nc1ccc(Cl)cc1Cl	7%[10 µM]	.	5%	-2%	-3%	-18%	?	-92%[inhibitor]	-6%	1%	3%
Cn1cc(CNC(=O)Nc2ccc3c(c2)OCO3)cn1	-4%	3%	-1%	-16%	13%	-3%	0%	54%	?	14%	17%
O=C1c2ccccc2C(=O)N1OCCOCCOCCBr	3%	7%	1%	8%	-1%	2%	5%	8%	0%	1%	3%
O=C(NCCCCc1ccccc1)Nc1ccc(F)cc1F	6%	7%	-3%	-1%	18%	-2%	-3%	83%	1%	27%	?
COc1ccc(-c2nn(-c3ccccc3C)cc2CNCCc2cnc[nH]2)cc1F	-10%	-1%	3%	1%	-5%	-3%	-2%	-7%	-5%	-1%	-6%
COc1cc(CCC(=O)Nc2nccs2)cc(OC)c1OC	-2%	2%	11%	2%	-1%	-4%	-11%	9%	1%	0%	-5%
COc1ccc(-c2nc(NC(=O)c3c(C)noc3C)sc2C)cc1	.	.	.	2%	-11%	-4%	.	-35%	-4%	10%	-4%
Cc1ccc(S(=O)(=O)NCc2csc(C)n2)cc1	22%	-10%	22%	0%	0%	2%	-3%	2%	-1%	-4%	-4%
Cc1ccc(C(=O)NCCc2nnc(SCC(=O)Nc3cccc(C(=O)O)c3)n2C)cc1	?	-2%	11%	11µM*	-5%	0%	-19%	-17%	-3%	3%	-1%
COc1ccc(S(=O)(=O)N2CCCC(C(=O)NCc3ccncc3)C2)cc1 (stereo not given)	13%	2%	-4%	6%	5%	8%	0%	25%	-7%	-1%	-3%
Cc1cc(C(=O)OCC(=O)NCCc2ccccc2)c2ccccc2n1	.	.	.	6%	1%	-19%	.	1%	2%	6%	2%
CC(CCc1ccccc1)NC(=O)CN1CCN(Cc2ccccc2)C1=O (stereo not given)	22%	0%	22%	0%	-4%	.	-6%	0%	-3%	-9%	-3%
CC(=O)Nc1ccc(S(=O)(=O)N2CCN(C(=O)N3CCCCC3)CC2)cc1	7%	2%	0%	0%	0%	2%	6%	-7%	-4%	.	4%
CN(C)NC(=O)C(NC(=O)c1ccc(N)cc1)C12CC3CC(CC(C3)C1)C2 (stereo not given)	9%	-10%	1%	2%	-5%	11%	0%	0%	11%	0%	2%
CC(C)NC(=O)c1onc(CSc2nc3ccccc3[nH]2)c1C(=O)NC(C)C	-4%	-6%	-6%	6%	0%	1%	0%	6%	4%	.	-4%
COc1ccc(OCCC(=O)OCC(=O)NC(=O)NC(C)C)cc1	3%	-1%	5%	-5%	0%	-3%	8%	9%	-1%	0%	-3%
COc1cc(C(=O)N/C(=C\c2cn(S(=O)(=O)N(C)C)c3ccccc23)C(=O)N2CCCC2)cc(OC)c1OC	-23%	8%	1%	0%	-3%	6%	14%	-42%	5%	-16%	-2%
CNc1snc(C)c1C(=O)OC(C)C(=O)Nc1ccccc1 (stereo not given)	.	.	.	4%	-2%	2%	.	-20%	-1%	4%	-8%
Cc1ccc(S(=O)(=O)N/N=C/c2ccc(OCC(=O)Nc3ccccc3Cl)cc2)cc1	13%	-11%	-4%	?	0%	10%	-3%	-12%	2%	9%	0%
NNC(=S)Nc1cccc(-c2n[nH]c(=S)o2)c1	-18%	73%[activator]	-22%	-13%	0%	8%	1%	16%	-2%	-2%	0%
COc1cccc(-c2nc3n(n2)C(c2ccccc2Cl)C(C(N)=O)=C(C)N3)c1 (stereo not given)	10%	-2%	-2%	-1%	-4%	-1%	-5%	-15%	?	-7%	0%
Cc1cc(=O)oc(C)c1C(=O)O	0%	-4%	-2%	-1%	-1%	.	6%	-14%	-6%	5%	-2%
COc1ccccc1COc1ccc2c(C)c(CC(=O)O)c(=O)oc2c1C	11%	4%	-2%	?	1%	-1%	-3%	-3%	1%	-2%	1%
COc1ccc2c(CC(=O)N3CCN(S(=O)(=O)c4ccc(F)cc4)CC3)coc2c1	.	.	.	0%	-3%	11%	.	-22%	0%	3%	-9%
O=C(CSCCNS(=O)(=O)c1ccccc1)Nc1ccccc1	25%	-6%	5%	3%	0%	2%	3%	6%	0%	0%	-3%
OC(CNCc1ccc(F)cc1)(c1ccc(F)cc1)c1ccc(F)cc1	6%	-2%	1%	2%	-9%	2%	-8%	6%[1.84 µM]	-7%	-7%	2%
Cn1cc(C(=O)C(=O)N2CCOCC2)c2ccccc21	5%	-2%	14%	5%	-4%	2%	0%	1%	2%	-8%	-2%
O=C(O)c1ccc(Cl)c(S(=O)(=O)N(Cc2ccccc2)c2ccc(F)cc2)c1	-2%	-1%	?	3%	-9%	3%	-18%	-27%	0%	-5%	5%
COC(=O)c1cccc(OCC(O)Cn2ccnc2)c1 (stereo not given)	-15%[10 µM]	-14%	-2%	6%	0%	7%	-6%	-2%	0%	-2%	0%
Cc1cc(C)cc(OCC(=O)N(Cc2ccco2)c2c(N)n(Cc3ccccc3)c(=O)[nH]c2=O)c1	.	.	.	0%	0%	-18%	.	-2%	1%	15%	0%
